# NR2E3 ag-1 – activates human photoreceptor nuclear receptor NR2E3; AID 2300; Q9Y5X4; actives 0.12% (n = 320,000); inhibition of corepressor binding, % at 4.78 µM; GST-NR2E3/biotin-RetCOR TR-FRET, 1536-well;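 active = percent inhibition above the cutoff of mean plus 3 SD of all tested compounds, set per screening campaign, cut at about 20% in these data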;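 note: 0% = DMSO wells and 100% = biotin wells as full block of FRET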
# Target sequence (Q9Y5X4 whole entry, looked up): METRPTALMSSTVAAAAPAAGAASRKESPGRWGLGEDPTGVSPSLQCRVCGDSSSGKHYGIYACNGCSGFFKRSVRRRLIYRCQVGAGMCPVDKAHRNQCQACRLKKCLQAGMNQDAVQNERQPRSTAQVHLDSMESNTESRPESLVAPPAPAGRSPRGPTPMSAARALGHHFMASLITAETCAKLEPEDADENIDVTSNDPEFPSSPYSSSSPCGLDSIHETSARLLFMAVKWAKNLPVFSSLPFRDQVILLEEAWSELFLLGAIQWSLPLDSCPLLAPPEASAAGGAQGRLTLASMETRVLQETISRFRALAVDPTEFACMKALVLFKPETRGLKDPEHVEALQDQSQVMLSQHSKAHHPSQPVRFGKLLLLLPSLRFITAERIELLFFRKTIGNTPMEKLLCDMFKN
#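 Material: NR2E3–RetCOR corepressor complex / Amount: 1.35 nM GST-NR2E3 / Medium: Tris pH 7.5 / Compound: single nominal compound dose of 4.8 µM / Incubation: 5 h at 4 °C / Technique: TR-FRET, Eu(K)-anti-GST donor, streptavidin-D2 acceptor, ex 340, em 617/671 nm / Read-out basis: percent loss of FRET ratio relative to control wells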
# hiPSC survival – hiPSC single-cell survival enhancement. survival enhancement, % at 20 µM. actives 0.044% (n = 360,000). AID 602274. ATPlite luminescence; 100% = ROCK inhibitor wells, 0% = DMSO; in the data active = survival enhancement above about 18%;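 note: cells exposed to compounds for 16 hours before the ATP read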
# CaV13 FRET inh – Disruptors of the CACNA1D IQ motif to Ca2+-dependent inactivation inhibitor domain association, primary screening, Förster resonance energy transfer in intact living …; HEK cells, CFP/YFP FRET ICDI-IQ, plate reader, 10 min; percent FRET-ratio fall versus neutral wells; inhibition, % at 12.3 µM; actives 0.098% (n = 340,000);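 active = mean replicate inhibition of at least 30% and at least 1% of replicates passing that level; inconclusive = only one of the two criteria is met; inactive = neither criterion is met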;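 note: 0% = median of the neutral control wells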
# MITF TRPM1 inh – reduces MITF-dependent TRPM1 promoter luciferase signal; SK-MEL-5 TRPM1 promoter luciferase, 24 h; inhibition, % at 12.5 µM; actives 0.83% (n = 330,000);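 active = mean inhibition across replicates of 60% or more, whatever share of single replicates reaches that level; inconclusive = some that reach 60%, reason not given; inactive = mean inhibition across replicates below 60%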; note: values of inactives mirror those of a sister screen read the other way
# Vif inh – inhibitors of HIV Vif; actives 0.35% (n = 340,000); inhibition, % at 7.49 µM; HEK293T cells, Vif self-association by quenched fluorescence, imaging, 24 h; in the data active = inhibition above about 50%, passing the limit was not always enough; inconclusive = no clear call, values can overlap the other calls; inactive = below about 31%; note: some results filed as inactive read as strong as hits
# HIF-2a inh – blocks HIF-2a reporter activity; inhibition, % at 18.8 µM; actives 0.72% (n = 360,000); AID 624352; 786-0 RCC cells HIF-2a reporter, luciferase luminescence, overnight;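 active = inhibition of the luminescence signal of 40% or more relative to plate controls, in a single-dose primary screen at 18.75 µM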
# Peg3 promoter – inhibitors of Peg3 promoter. inhibition, % at 20 µM. HeLa PEG-Prom luciferase reporter, luminescence, overnight. AID 588405. actives 1.7% (n = 360,000);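 active = inhibition of at least 50% at 20 µM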
# PDI inh – blocks human protein disulfide isomerase activity | P07237 | PDI insulin aggregation turbidity, A650, 90 min | inhibition, % at 10 µM | actives 0.052% (n = 350,000);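 active = mean inhibition across replicates of 30% or more, whatever share of single replicates reach that level; inconclusive = mean inhibition below 30% while every single replicate reaches 30%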;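 note: absorbance from insulin aggregation driven by PDI reduction with DTT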
# Target sequence (P07237 whole entry, looked up): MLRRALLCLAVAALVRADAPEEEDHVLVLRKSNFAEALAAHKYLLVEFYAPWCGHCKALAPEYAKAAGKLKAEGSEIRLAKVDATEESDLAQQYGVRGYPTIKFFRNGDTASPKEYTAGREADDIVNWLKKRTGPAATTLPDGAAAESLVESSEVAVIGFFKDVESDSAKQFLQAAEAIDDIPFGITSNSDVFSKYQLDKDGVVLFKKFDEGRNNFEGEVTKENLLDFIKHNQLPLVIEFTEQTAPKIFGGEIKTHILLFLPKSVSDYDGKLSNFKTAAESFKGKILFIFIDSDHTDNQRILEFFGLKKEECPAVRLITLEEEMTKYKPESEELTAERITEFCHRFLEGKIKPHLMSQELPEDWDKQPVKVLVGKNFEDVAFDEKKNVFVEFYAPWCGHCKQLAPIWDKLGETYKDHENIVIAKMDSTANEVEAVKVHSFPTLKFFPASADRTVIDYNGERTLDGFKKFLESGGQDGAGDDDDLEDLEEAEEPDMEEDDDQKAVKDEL
# aDG glyco up – increases alpha dystroglycan glycosylation; Pro5-aDG cells, alpha-DG glycosylation AlphaScreen (IIH6); 0% Pro5, 100% B10-LARGE cell signal; activation, % at 10 µM; actives 0.22% (n = 360,000);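 active = activation of at least 8% versus controls, or a plate z-score of at least 8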;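 note: Pro5 are CHO cells carrying HIG-tagged alpha-DG that lacks glycosylation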
# NR2E3 ag-2 – human photoreceptor-specific nuclear receptor agonism; AID 602229; Q9Y5X4; CHO-S Gal4-NCOR/VP16-NR2E3 two-hybrid, luciferase; actives 0.35% (n = 360,000); inhibition of corepressor binding, % at 3.98 µM;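 active = inhibition above the mean of all tested compounds plus 3 SD, cut at about 70% in these data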;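 note: 0% = DMSO with NR2E3 transfected cells and 100% = cells lacking NR2E3 construct; higher means lower luciferase signal from less NR2E3 corepressor binding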
# Granule exo inh – lytic granule exocytosis inhibition; TALL-104 LAMP-1 surface exposure, flow cytometry; cells stimulated with thapsigargin and PMA; inhibition, % at 10 µM; actives 0.66% (n = 360,000); AID 651702;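 active = inhibition above about 55%, limit read from the data; inconclusive = no clear call, values can overlap the other calls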
# * marks the source's active call; other numbers are inactive results; ? = inconclusive; . = not tested or not shown.
SMILES,NR2E3 ag-1,hiPSC survival,CaV13 FRET inh,MITF TRPM1 inh,Vif inh,HIF-2a inh,Peg3 promoter,PDI inh,aDG glyco up,NR2E3 ag-2,Granule exo inh
O=C(CCC(=O)c1cccs1)NNC(=O)c1ccccc1Cl,4,3.9,-2,-14,17,4,-1,7,0.0,-38,1
CC1=C(C(=O)Nc2ccccc2C(=O)NCCCN2CCN(C)CC2)SCCO1,1,-0.5,-15,1,10,4,2,5,0.1,2,-1
COc1ccc(C(=O)N2CC3(CC(c4ccc(Cl)cc4)=NO3)C[C@H]2C(=O)NCC(N)=O)cc1 (stereo not given in full),0,0.8,-4,-5,-7,10,-21,-4,0.0,-12,-3
O=C(CCc1n[nH]c(=O)[nH]c1=O)N1CCOCC1,1,0.0,-3,4,19,12,-4,3,-0.2,-26,-2
CCOc1ccc2c(c1)C(=NNC(=O)c1ccncc1)c1cc(OCC)ccc1-2,-3,0.0,-3,0,-5,-126,55*,-11,2.4,-25,10
Fc1ccccc1CSc1nnc(Cn2cnc3ccccc32)n1-c1ccccc1,1,-0.1,-8,-5,7,10,4,10,0.0,11,-4
CCOc1ccc(OC(=O)c2cccc(S(=O)(=O)N3CCN(C)CC3)c2)cc1,0,0.1,-6,-3,-2,9,35,22,-0.3,-21,3
CC(=O)OCC(=O)C1CCC2C3CC=C4CC(O)CCC4(C)C3CCC12C (stereo not given),0,-1.2,-5,-2,-7,7,21,9,0.0,5,-8
CCOCCCN(C(=O)c1snc(C(N)=O)c1N)C(C(=O)NC(C)(C)C)c1ccc(Cl)cc1 (stereo not given),0,-0.6,-2,-1,1,24,2,1,0.0,9,1
CCCCCCCCCCCCC/C=C/[C@@H](O)[C@@H](N)CO,-4,-5.6,-5,9,12,6,55*,-2,-0.2,6,53
COc1ccc2[nH]c(C(=O)Nc3ccc(C)c(F)c3)cc2c1,4,-0.7,3,-44,-26,-188,-131,-2,0.1,-95,-7
CCN(C(=O)c1ccc(NC(C)=O)cc1)c1ccccc1C,-1,-0.8,-6,0,4,6,3,-2,0.1,-3,-1
CN(CC(=O)Nc1cccc(Cl)c1)S(=O)(=O)c1ccc2c(c1)n(C)c(=O)c(=O)n2C,7,0.7,-3,12,-4,6,-4,-7,2.2,9,-6
CCN(CC)S(=O)(=O)c1ccc2oc(Nc3ccc4c(c3)OCCO4)nc2c1,3,-2.0,.,-4,-4,-61,-40,-5,1.4,-61,-5
Cc1ccc(OCCNC(=O)CNC(=O)c2ccc(C)cc2)cc1,4,-0.3,-3,6,-8,8,14,-2,-0.1,21,0
CCOc1ccc(N(CC(=O)NCc2ccc(OC)cc2)S(=O)(=O)c2c(C)noc2C)cc1,-1,0.3,-4,-2,-16,26,5,-2,-0.1,16,2
CCn1ccnc1CN(C)C(=O)CCc1nnc(CCC2CCCCC2)o1,1,-0.7,-7,-27,8,-85,-54,5,-0.4,-44,-2
Cc1cc(Cl)ccc1OCC(=O)OCC(=O)c1c(N)n(C)c(=O)n(C)c1=O,1,-0.5,-6,.,1,14,-10,-13,-0.1,4,1
CCCS(=O)(=O)NC(=O)C1(C)CCN(C(=O)C2(c3ccc(Cl)cc3)CCCC2)C1 (stereo not given),.,-0.8,-7,.,-1,6,6,14,0.0,-24,4
CCN(c1ccccc1)S(=O)(=O)c1ccc(C(=O)NCCc2ccc(S(N)(=O)=O)cc2)cc1,2,0.0,-4,-3,11,6,7,-19,-0.1,-14,7
CN=C(Nc1cccnc1)c1ccccc1,1,-0.5,-4,-21,-3,11,4,-10,-0.1,-15,4
CCCC(=O)Nc1nnc(SCC(=O)NC2CC2)s1,1,-0.5,-4,4,12,-4,-9,-1,0.1,21,-10
CC(=O)Nc1ccc(CN2CCCN(C)CC2)cc1,-3,-0.6,-3,15,-3,4,-4,1,0.1,-6,-3
COc1cc2nc3n(c(=O)c2cc1OC)-c1cc2ccccc2cc1C(=O)NC3CC(C)C (stereo not given),.,11,-5,.,-2,-4,32,8,-0.5,12,-4
CSc1nc(C)cc(OCC(=O)N/N=C/c2ccccc2O)n1,-5,-0.6,-6,26,7,14,43,1,0.3,-21,-1
CCC(C)c1ccc(NC(=S)NN2CCOCC2)cc1 (stereo not given),3,-0.9,-17,-23,2,-28,-38,-1,-0.3,-9,-1
CCCN(CCC)c1nc(C#N)nc(N(CCC)CCC)n1,2,-0.5,1,7,-7,22,13,6,0.0,-51,-1
CCC(=O)c1ccc(OCC(=O)OCC(=O)Nc2cccc(S(=O)(=O)N3CCCC3)c2)cc1,1,2.3,-2,6,-3,10,-6,-7,0.4,-18,3
CC1CCC(NC(=O)CSc2ccc(S(=O)(=O)N(C)C)cn2)CC1 (stereo not given),-1,-0.4,-2,6,-10,5,9,-6,0.0,-15,4
Cn1c(CCn2ccccc2=O)nc2cc(NC(=O)COc3ccccc3)ccc21,-4,0.5,-6,-12,-1,-52,-32,1,-0.2,-28,-5
CC(Oc1ccc(F)cc1)C(=O)Nc1cc(C(F)(F)F)ccc1-n1cncn1 (stereo not given),-3,0.6,-2,1,7,12,-3,3,-0.2,7,-2
COc1ccc(C(=O)CC(=O)Nc2ccc([N+](=O)[O-])cc2)cc1,0,0.3,-4,-6,-2,-50,-39,2,0.0,-13,4
O=c1c2ccccc2nc(COc2ccccc2)n1/N=C/c1cn[nH]c1-c1ccccc1,6,-0.2,-5,-22,-15,-14,24,16,-0.2,-3,-2
COc1cccc(C2(C)NC(=O)N(CC(=O)Nc3ccc(N4CCOCC4)cc3)C2=O)c1 (stereo not given),.,1.2,-6,5,-2,-4,0,12,0.2,2,-3
C=CCN1C(=O)C(Cc2cccc(C)c2)SC1=Nc1ccc(C(=O)O)cc1 (stereo not given),4,2.8,-7,-18,-1,11,2,2,0.0,10,-3
COc1ccc(NC(=O)c2ccccc2-c2ccccc2)cc1,2,0.6,-3,13,4,9,9,-6,0.1,2,-1

# Among those listed so far, 3 contain fluorine.
SMILES,NR2E3 ag-1,hiPSC survival,CaV13 FRET inh,MITF TRPM1 inh,Vif inh,HIF-2a inh,Peg3 promoter,PDI inh,aDG glyco up,NR2E3 ag-2,Granule exo inh
Fc1ccccc1CSc1nnc(Cn2cnc3ccccc32)n1-c1ccccc1,1,-0.1,-8,-5,7,10,4,10,0.0,11,-4
COc1ccc2[nH]c(C(=O)Nc3ccc(C)c(F)c3)cc2c1,4,-0.7,3,-44,-26,-188,-131,-2,0.1,-95,-7
CC(Oc1ccc(F)cc1)C(=O)Nc1cc(C(F)(F)F)ccc1-n1cncn1 (stereo not given),-3,0.6,-2,1,7,12,-3,3,-0.2,7,-2

# Next results.
SMILES,NR2E3 ag-1,hiPSC survival,CaV13 FRET inh,MITF TRPM1 inh,Vif inh,HIF-2a inh,Peg3 promoter,PDI inh,aDG glyco up,NR2E3 ag-2,Granule exo inh
O=C(CSCC(=O)N1CCCCC1)Nc1nc(-c2cccs2)cs1,2,-0.9,-6,-2,7,-98,-72,.,0.0,-43,1
COc1ccc(S(=O)(=O)N(C)C)cc1NC(=O)COC(=O)Cn1cnc2ccccc2c1=O,2,-0.7,-6,-4,-5,-6,5,-6,-0.1,-10,-3
CC(C)c1ccc(NC(=S)N2CCCC(c3ccc(F)cc3)=N2)cc1,-2,0.3,4,3,?,6,2,-1,-0.1,8,-2
CC(C)c1ccc(-c2nc(N3CCCC3)nc3n[nH]c(N)c23)cc1,-1,2.3,-8,7,.,12,36,-5,-0.1,-6,3
CC(C)N1C(=O)C(=O)N(CC(=O)N(C)c2ccccc2)C1=O,-1,-1.8,-7,.,2,0,-3,10,-0.1,-2,-5
Cc1cccc(NC(=O)c2ccc(C(=O)c3ccccc3)cc2)n1,-3,-0.6,-2,-67,-28,-225,-326,-2,0.3,11,-1
COc1ccc(Cl)cc1N(CC(=O)Nc1ccccc1SC)S(C)(=O)=O,-5,-0.7,-7,-10,-7,4,7,2,0.1,5,1
COc1ccc(C2c3ccc4ccccc4c3Oc3ncn(CCN4CCOCC4)c(=N)c32)cc1 (stereo not given),3,-3.2,-6,77*,9,27,102*,7,0.6,4,15
CCc1ccc(/C=N/NC(=O)Cc2ccc(OC)c(OC)c2)s1,.,2.6,-7,-2,-3,9,29,-6,0.0,-37,-4
CCSCCC(NC1=CC(=O)CC(C)(C)C1)C(=O)O (stereo not given),0,0.2,.,-7,3,-8,-29,9,-0.2,-22,-1
CCCCCCN1CCN(C2CN(CCc3ccccc3)S(=O)(=O)C2)CC1 (stereo not given),.,-0.6,.,.,.,-4,9,.,-0.1,5,-1
Cn1cc(/C=C(\NC(=O)c2ccccc2Cl)C(=O)NCCCn2ccnc2)c2ccccc21,2,-0.1,-2,-6,0,2,18,0,-0.3,-27,-2
CCCOC(=O)C1[C@H]2C(=O)N(C(C)c3ccc(OC)cc3)C[C@]23C=C[C@H]1O3 (stereo not given in full),2,1.5,.,5,.,9,10,-9,0.0,6,10
COc1ccc(C(C)=O)cc1CSc1nc2ccccc2c(=O)n1-c1ccccc1,-3,-0.4,-5,14,-1,11,26,4,0.6,-3,-2
O=C1CC(CC(=O)N/N=C/c2ccccc2[N+](=O)[O-])=NN1,0,0.9,-4,-10,-3,15,-10,-3,-0.4,9,-2
COc1ccc(CNC(=O)COC(=O)CCn2c(C)csc2=O)cc1OC,-2,0.9,-5,3,0,13,7,-1,-0.3,-2,-3
C/C(CC(=O)Nc1ccccc1C(F)(F)F)=N\NC(=O)c1cnccn1,-3,-1.0,-3,-1,2,4,-12,.,-0.2,12,4
O=S1(=O)N[C@H](Cc2ccccc2)COc2cccc(N3CCC[C@H]3CO)c21,.,-0.7,.,.,.,12,.,.,0.3,-22,-2
NS(=O)(=O)c1ccc(Nc2nc(-c3ccc(F)cc3)cs2)cc1,5,-0.9,-6,-9,2,-82,-30,-5,0.2,-37,6
O=C(Nc1cc(C(F)(F)F)cc(C(F)(F)F)c1)O[C@@H]1c2ccccc2[C@@H]2Cc3csc[n+]3[C@H]12,.,0.4,-7,.,.,-7,.,.,0.1,5,0
COc1cc([N+](=O)[O-])ccc1NC(=O)COC(=O)CCS(=O)(=O)c1ccc(C)cc1,1,0.7,-5,-9,3,4,-2,-4,-0.1,-16,-6
Cc1cccc(Nc2ccncc2S(=O)(=O)NC(=O)NC(C)C)c1,5,-1.3,-5,1,-3,1,10,-2,0.1,-16,-1
CN(CC(=O)Nc1cccc(F)c1)CC(=O)N1CCCCC1,0,-0.5,-2,12,7,-2,5,-4,0.3,-24,3
COc1ccccc1NC(=O)c1cc([N+](=O)[O-])ccc1NCCN1C(=O)CCC1=O,3,1.3,-5,0,19,-30,-8,-3,-0.4,-33,10
Nc1nonc1N/N=C/c1c(O)ccc2ccccc12,-2,1.5,-2,14,-1,-34,-21,-1,-0.4,-14,2

# High-throughput results as filed in PubChem BioAssay.
